# D1 ag = activates the human D1 dopamine receptor. P21728. HEK293 T-REx D1 cells, calcium flux, agonist mode. activation, % at 2 µM. 360,000 tested, 1% active. AID 504660; note: 0% is about no effect
# Target sequence (P21728 whole entry, looked up): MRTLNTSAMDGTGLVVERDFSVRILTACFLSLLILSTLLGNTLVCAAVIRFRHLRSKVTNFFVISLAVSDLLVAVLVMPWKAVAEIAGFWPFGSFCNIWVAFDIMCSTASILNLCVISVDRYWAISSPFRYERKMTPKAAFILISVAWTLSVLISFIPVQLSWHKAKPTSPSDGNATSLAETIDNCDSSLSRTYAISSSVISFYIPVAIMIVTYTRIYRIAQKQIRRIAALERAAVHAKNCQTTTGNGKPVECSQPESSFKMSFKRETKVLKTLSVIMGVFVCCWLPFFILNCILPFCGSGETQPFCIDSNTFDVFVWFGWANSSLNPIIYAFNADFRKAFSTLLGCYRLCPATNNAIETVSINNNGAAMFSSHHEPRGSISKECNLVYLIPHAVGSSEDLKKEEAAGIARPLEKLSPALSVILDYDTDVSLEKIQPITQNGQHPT
#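 Inducible HEK293 T-REx D1 cells, force-coupled to calcium signalling, were plated at 4000 cells/well with tetracycline and held overnight at 30 C. After no-wash calcium dye loading, compound-evoked calcium rise over 180 s flagged agonists.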
# TRHR ag = activates the human TRH receptor. 360,000 tested, 0.18% active. TRHR cells, calcium flux fluo-8, FDSS agonist mode. activation, % at 2 µM; note: 0% is about no effect
#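 Agonist-mode FDSS calcium read (Ex 480/Em 530, 1 s cycles) in 1536-well TRHR cells with fluo-8 dye, after 10-cycle baseline and 23 nL compound addition; TRH at EC20 (10 nM final) added afterwards for the enhancer phase.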
# D1 antagonist = blocks dopamine activation of the human D1 receptor; HEK293 TREx D1 cells, calcium flux, dopamine EC80; active compounds read low; activity change, negative = inhibition, % at 10 µM; 360,000 tested, 3.2% active; AID 504652; in the data active = activity change below about -30%; note: % is set by controls: 0 for no effect and ±100 for the full control effect
#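 Inducible Hek293 Trex D1 cells (tetracycline, overnight, 30 C). Calcium dye 30–90 min RT. Antagonist mode: EC80 dopamine added after 180 s compound read.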
# RXFP1 antag = blocks the human relaxin receptor RXFP1. HEK293-RXFP1, relaxin-stimulated cAMP HTRF, 30 min; active compounds read low. activity change, negative = inhibition, % at 57.5 µM. 350,000 tested, 0.59% active. AID 1259400;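 active = activity change of -60% or lower, but not beyond a set lower limit; inconclusive = change between -60% and -40%, or beyond the set limit; inactive = change above -40%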; note: % is set by controls: 0 for no effect and ±100 for the full control effect
# D2 PAM = positive allosteric modulators of human D2 dopamine receptor | HEK293 T-REx D2, calcium flux, EC20 dopamine potentiation | potentiation, % at 10 µM | P14416 | 340,000 tested, 0.34% active;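 active = potentiation over 3 SD above the plate norm, cut at about 30% in these data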; note: 0% is about no effect
# Target sequence (P14416 whole entry, looked up): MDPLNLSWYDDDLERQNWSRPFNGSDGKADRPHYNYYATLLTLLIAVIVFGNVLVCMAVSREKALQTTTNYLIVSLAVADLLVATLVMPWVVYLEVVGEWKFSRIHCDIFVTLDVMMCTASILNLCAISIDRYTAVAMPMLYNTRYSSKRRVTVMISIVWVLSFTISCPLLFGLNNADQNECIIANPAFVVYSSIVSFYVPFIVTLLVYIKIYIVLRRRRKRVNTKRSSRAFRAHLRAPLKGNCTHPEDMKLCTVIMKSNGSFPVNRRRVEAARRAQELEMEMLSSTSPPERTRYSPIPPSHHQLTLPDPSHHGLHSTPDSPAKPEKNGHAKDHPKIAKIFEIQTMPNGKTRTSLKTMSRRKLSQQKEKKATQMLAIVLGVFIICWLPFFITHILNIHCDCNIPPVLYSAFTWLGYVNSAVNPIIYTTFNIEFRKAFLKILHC
#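 Potentiation of an EC20 dopamine calcium response is measured in a force-coupled, tetracycline-inducible Hek293 Trex D2 line. Compound-only kinetic reads over 180 s flag agonists before dopamine addition.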
# D2 ag = agonists of human D2 dopamine receptor; P14416; HEK293 T-REx D2 cells, calcium flux agonist mode; activation, % at 2 µM; 340,000 tested, 0.53% active;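 active = activation over 3 SD above normal in the single-dose calcium agonist read, cut at about 30% in these data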; note: 0% is about no effect
#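 HEK293 Trex D2 cells, tetracycline-induced, o/n 30 C 5% CO2; no-wash Ca dye, RT 30–90 min; 10-cycle baseline, 23 nl cpd added, kinetic Ca read 180 s; agonist hits = positive Ca response.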
# D2 antag = antagonizes the human D2 dopamine receptor; P14416; HEK293 TREx D2 cells, calcium flux, dopamine EC80; inhibition, % at 10 µM; 340,000 tested, 2% active; AID 485344; in the data active = inhibition above about 30%; note: 0% is about no effect
#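 HEK293 T-REx D2 cells, tet-induced, calcium dye no-wash. Cpd pintool add, 180 s kinetic, then EC80 DA, 180 s kinetic. Ca flux read.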
# TRHR PAM = allosteric enhancers of human TRH receptor; P34981; TRHR cells, fluo-8 calcium fluorescence, EC20 TRH enhancement; enhancement, % at 2 µM; 360,000 tested, 0.66% active; AID 493056; in the data active = enhancement above about 30%; note: 0% is about no effect
#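 TRHR-expressing cells loaded with fluo-8 calcium dye were read kinetically (ex 480/em 530) during compound addition, then stimulated with an EC20 of TRH (10 nM final). Enhancement of the Gq-mediated intracellular calcium response was scored.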
# D1 potentiator = human D1 dopamine receptor positive modulation. potentiation, % at 10 µM. HEK293 TREx D1 cells, calcium flux, dopamine EC20 potentiation. 360,000 tested, 0.036% active; in the data active = potentiation above about 30%; note: 0% is about no effect
# * hit, by the source's call; ? = inconclusive; / = no result given. Cut-off read from the data, not from the text of the source, unless noted: active = activation above about 30%; inactive = the rest.
Molecule	D1 ag	TRHR ag	D1 antagonist	RXFP1 antag	D2 PAM	D2 ag	D2 antag	TRHR PAM	D1 potentiator
CCOC(=O)c1noc2ncnc(Nc3cccc(C(F)(F)F)c3)c12	2	0.1	-4	/	13	-0.3	/	0	-3
CC1CCCCN1S(=O)(=O)c1ccc(NC(=O)c2cccc(-n3cnnn3)c2)cc1 (stereo not drawn)	3	1.1	-19	-11	-12	0.2	-5	9	-2
C#CCOCCOCCOCCNc1nc(N2CCN(C(=O)C(Cc3cc4ccccc4[nH]3)n3cc(C(N)Cc4ccc(O)cc4)nn3)CC2)nc(N2CCN(C(=O)C(CCC(=O)O)n3cc(C(N)C(C)CC)nn3)CC2)n1 (stereo not drawn)	5	0.4	2	/	2	0.1	0	27	-3
O=c1c2[nH]c3ccccc3c2ncn1CCN1CCCCC1	0	1.4	-1	1	23	0.8	6	11	-1
CCc1ccc(C(=O)COC(=O)CNC(=O)Cc2ccccc2)cc1	1	-1.5	-20	-2	3	-0.6	6	-3	-6
COc1ccc(/C=C(\NC(=O)c2ccccc2)C(=O)NCc2cccnc2)cc1	3	-1.3	-20	-7	9	-0.5	-5	10	-12
CC(OC(=O)Cn1cnc2c1c(=O)n(C)c(=O)n2C)C(=O)Nc1ccc(Cl)cc1 (stereo not drawn)	6	-0.3	-1	14	5	0.2	-7	17	3
COc1ccccc1N1CCN(C(=O)c2cc3cc(C)ccc3[nH]2)CC1	1	0.2	2	?	6	0.1	-8	-1	6
COCC(C)NC(=O)c1ccc(N(C)C)cc1 (stereo not drawn)	3	0.0	6	2	2	0.3	-2	0	2
O=C(O)c1cccnc1SCc1cn2cc(Br)ccc2n1	4	0.3	1	21	/	/	/	8	2
C=CCNC(=O)C1CCCN(S(=O)(=O)c2ccc(-n3cnnn3)cc2)C1 (stereo not drawn)	2	-0.7	-11	-1	17	-0.8	7	4	-5
CNC(=O)C1CC(=O)N(Cc2ccc(OC)c(OC)c2)C(=Nc2ccc(OC)cc2)S1 (stereo not drawn)	5	-0.5	-27	-10	-2	-0.4	10	5	-3
CCCn1nc(NS(=O)(=O)c2ccccc2)c2cc3ccccc3nc21	0	0.6	-11	12	1	-1.8	-9	-2	-4
COc1ccc(-c2nc(CN3CCC(C(=O)NCc4ccc(F)cc4)CC3)c(C)o2)cc1OC	0	-0.3	-1	/	-7	0.6	/	0	-3
Cc1cccc(-n2c(N)cc(=O)nc2SCC(=O)Nc2ccccc2)c1	3	0.7	10	-6	25	-0.3	-3	45*	9
O=C(CSc1nnnn1-c1ccccc1)NCc1ccco1	-3	-0.1	10	4	-1	0.6	-6	1	-6
CC(C)(C)c1ccc(OCC(=O)N/N=C/c2ccsc2)cc1	2	-0.7	17	-13	0	1.7	-18	4	3
C=CCn1c(SCc2cccc3ccccc23)nnc1-c1cccnc1	2	0.0	-7	-11	1	0.5	4	-2	-4
COc1ccc(OC)c(NC(=O)CN(Cc2ccccc2)S(C)(=O)=O)c1	1	-0.7	/	-3	1	0.4	-5	7	-7
CN1C(=O)N(C)C2(c3ccccc3)Nn3c(s/c(=C/c4ccccc4)c3=O)=NC12c1ccccc1 (stereo not drawn)	1	-0.2	8	5	-9	-0.1	14	8	-2
CC1(CCc2ccccc2)NC(=O)N(CC(=O)N2CC(=O)Nc3ccccc32)C1=O (stereo not drawn)	6	-1.5	0	-6	5	-0.2	-11	6	-2
CCC(C)(C)c1nnc(NC(=O)C2CC(=O)N(CCc3ccc(F)cc3)C2)s1 (stereo not drawn)	9	-0.3	7	4	14	-0.1	12	3	-8
Cc1ccc(S(=O)(=O)N(C)c2ccc(C)c([N+](=O)[O-])c2)cc1	-3	-0.7	-12	18	-4	-0.5	27	2	3
CCc1nnc(NS(=O)(=O)c2ccc(NC(=O)c3ccc(Cl)cc3)cc2)s1	1	-0.2	3	9	-3	1.6	-18	-5	-1
O=C(CN1C(=O)/C(=C/c2ccc(F)cc2)SC1=S)NC1CCS(=O)(=O)C1 (stereo not drawn)	4	0.1	-7	-67*	-2	-0.1	2	-5	-4
O=C(NCc1ccc2c(c1)OCO2)c1cc(F)c(F)cc1Cl	1	0.4	-8	-13	0	-0.7	-8	-4	1
CNC(=O)c1ccccc1Nc1ccc(SC(F)F)cc1	-2	-0.6	3	-5	13	0.5	-1	-2	-8
CCOC(=O)Oc1ccc2oc(C)c(C(=O)OCCOC)c2c1	2	0.3	-21	7	22	0.1	6	-2	3
Cc1ccccc1OCC(O)Cn1c(NCCN(C)C)nc2c1c(=O)n(C)c(=O)n2C (stereo not drawn)	1	0.7	0	/	-25	-0.1	1	1	-3
CCCCNC(=O)COC(=O)CCC(=O)c1ccc(F)cc1	-2	-0.1	18	-1	15	0.0	2	0	-3
COC(=O)c1cc(OC)c(OC)cc1NC(=O)CN1CCCCC1	0	0.4	-6	-5	4	0.2	8	-5	2
Cc1cccc(Oc2cc(NC(=O)c3ccccc3)cc([N+](=O)[O-])c2)c1	13	0.0	-18	-12	12	1.4	8	-8	-4
CC1(C)Cc2cccc(C(=O)NCc3ccco3)c2O1	3	-0.1	-26	-18	-8	0.0	-5	0	-5
O=C(Nc1ccccc1)c1cccc(C(=O)Nc2ccccc2)n1	4	-0.5	1	5	0	0.3	7	3	1
CCNC(=O)C(C)Sc1ccc(Cl)cc1 (stereo not drawn)	2	-0.4	11	-1	4	-0.3	3	-1	-4
COc1cccc(NC(=O)C2CCCN(S(=O)(=O)c3c(C)nn(C)c3C)C2)c1 (stereo not drawn)	-1	0.2	-1	/	-2	-1.0	/	-12	-1
Cn1cc(CC(=O)NC2CCCCC2)c2ccccc21	2	1.6	-26	-2	0	0.1	3	-4	-8
COc1cc(/C=N/N2CCOCC2)ccc1OCc1ccc(Cl)cc1	4	-0.1	-13	-9	1	1.2	11	2	-2
Cc1nn(C)c(C)c1NC(=O)CCCSc1nc(-c2ccco2)cc(C(F)(F)F)n1	5	-0.3	-20	-10	/	/	/	-3	3
Cc1ccc(/C=N/NC(=O)c2n[nH]c3c2CCCC3)cc1	6	0.8	0	3	11	0.9	7	5	2
CC(C)(Nc1ccccc1)C(=O)c1ccccc1	0	-1.2	-21	-11	3	-1.9	0	6	0
COc1ccc(C(=O)NCC(=O)N/N=C/C=C/c2ccccc2)cc1OC	0	-0.7	-6	-7	-10	-0.1	-17	1	-6
CC(=O)c1ccc(Nc2nc(C)nc3c2oc2ccccc23)cc1	0	-0.6	-13	/	-4	-0.7	2	1	-3
CCOCCCNC(=O)Cn1cnc2sc(C)c(S(=O)(=O)N3CCN(c4ncccn4)CC3)c2c1=O	1	-0.2	-7	-15	3	0.4	4	-8	-2
COc1ccccc1CCN1COc2c(cc3c(C)c(C)c(=O)oc3c2C)C1	8	-1.6	-31*	1	-3	-1.1	/	1	0
O=C(Nc1ccc(-c2csnn2)cc1)C(Cl)(Cl)Cl	4	0.4	-10	-2	13	0.2	-3	4	1
COc1ccnc(Oc2ccccc2)c1C(=O)N/C=N/OCc1ccccc1F	4	-0.9	0	-8	-3	-0.1	0	1	-5
CCN(CC)C(=O)c1sc(NC(=O)c2ccc(Br)o2)c(C(=O)OC)c1C	-1	-1.6	2	20	4	0.6	-13	0	-1
Cc1nnc(SCC(=O)Nc2cccc(S(=O)(=O)NC3=NCCCCC3)c2)n1Cc1ccccc1	-3	-1.4	17	7	5	/	-9	0	-2
O=C(Nc1cc(-c2nc3cc(Cl)ccc3o2)ccc1Cl)c1cccs1	-1	1.7	-10	/	10	0.3	/	-1	-3
CCC(Sc1nc(N)c(NC(=O)c2ccc(OC)c(OC)c2)c(=O)[nH]1)C(=O)OC (stereo not drawn)	2	0.4	-15	2	9	1.2	-3	-1	2
COc1ccc(NC(=O)CSc2nc(-c3ccccc3)[nH]c2-c2ccccc2)cc1OC	0	-0.5	1	-34	-11	1.1	/	-4	-4

# Structures shown so far with an aryl thioether with sulfur outside any ring, in the order listed:
Molecule	D1 ag	TRHR ag	D1 antagonist	RXFP1 antag	D2 PAM	D2 ag	D2 antag	TRHR PAM	D1 potentiator
O=C(O)c1cccnc1SCc1cn2cc(Br)ccc2n1	4	0.3	1	21	/	/	/	8	2
Cc1cccc(-n2c(N)cc(=O)nc2SCC(=O)Nc2ccccc2)c1	3	0.7	10	-6	25	-0.3	-3	45*	9
O=C(CSc1nnnn1-c1ccccc1)NCc1ccco1	-3	-0.1	10	4	-1	0.6	-6	1	-6
C=CCn1c(SCc2cccc3ccccc23)nnc1-c1cccnc1	2	0.0	-7	-11	1	0.5	4	-2	-4
CNC(=O)c1ccccc1Nc1ccc(SC(F)F)cc1	-2	-0.6	3	-5	13	0.5	-1	-2	-8
CCNC(=O)C(C)Sc1ccc(Cl)cc1 (stereo not drawn)	2	-0.4	11	-1	4	-0.3	3	-1	-4
Cc1nn(C)c(C)c1NC(=O)CCCSc1nc(-c2ccco2)cc(C(F)(F)F)n1	5	-0.3	-20	-10	/	/	/	-3	3
Cc1nnc(SCC(=O)Nc2cccc(S(=O)(=O)NC3=NCCCCC3)c2)n1Cc1ccccc1	-3	-1.4	17	7	5	/	-9	0	-2
CCC(Sc1nc(N)c(NC(=O)c2ccc(OC)c(OC)c2)c(=O)[nH]1)C(=O)OC (stereo not drawn)	2	0.4	-15	2	9	1.2	-3	-1	2
COc1ccc(NC(=O)CSc2nc(-c3ccccc3)[nH]c2-c2ccccc2)cc1OC	0	-0.5	1	-34	-11	1.1	/	-4	-4

# Screening data as filed in PubChem BioAssay.
